hIAP block: human IAP inhibitors, primary screen, biochemical, luminescence, uHTS. Intestinal-type alkaline phosphatase (Homo sapiens), P09923. purified IAP, CDP-Star luminescence, 30 min. inhibition, % at 10 µM. hit rate 0.12% among 330,000;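 active = inhibition reaching a set limit with compound at 10 µM in the primary screen, cut at about 35% in these data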;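 note: plate controls were DMSO wells with enzyme for no effect and no-enzyme buffer wells for full effect; values of inactives mirror those of a sister screen read the other way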
Target sequence (P09923 whole entry, looked up): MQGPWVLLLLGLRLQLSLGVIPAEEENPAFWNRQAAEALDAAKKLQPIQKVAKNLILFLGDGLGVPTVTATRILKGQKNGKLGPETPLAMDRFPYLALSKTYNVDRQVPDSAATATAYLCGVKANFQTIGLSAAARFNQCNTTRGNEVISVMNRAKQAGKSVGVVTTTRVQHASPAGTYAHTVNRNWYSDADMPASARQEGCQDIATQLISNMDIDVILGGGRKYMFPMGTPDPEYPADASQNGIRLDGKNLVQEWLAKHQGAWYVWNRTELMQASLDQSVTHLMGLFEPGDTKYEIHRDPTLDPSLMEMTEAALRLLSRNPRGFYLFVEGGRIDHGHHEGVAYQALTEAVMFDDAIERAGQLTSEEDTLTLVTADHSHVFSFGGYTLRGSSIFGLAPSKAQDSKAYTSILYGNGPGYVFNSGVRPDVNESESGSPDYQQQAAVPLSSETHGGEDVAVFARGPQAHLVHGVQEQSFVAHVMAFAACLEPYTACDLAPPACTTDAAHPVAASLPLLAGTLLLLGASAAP
mIAP activ: activators of mouse IAP, primary screen, biochemical, luminescence, uHTS; intestinal alkaline phosphatase [Mus musculus]; muIAP, CDP-Star luminescence, 30 min; stronger effect = higher value; 1 = vehicle-only enzyme signal, 0 = enzyme-free wells; activation factor at 10 µM; hit rate 0.24% among 330,000; AID 2805, 2010;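 active = activation factor of at least 2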; note: the source names both 10 and 20 µM as test concentration; values of inactives mirror those of a sister screen read the other way
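Assay system: mouse IAP enzyme; Reagent: CDP-Star chemiluminescent phosphatase substrate; Compound: DMSO-dissolved test compounds; Incubation: 30 min, room temperature; Technique: luminescence from enzymatic CDP-Star hydrolysis; Controls: DMSO-only wells and no-enzyme negative control.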
APOBEC3G inh: APOBEC3G DNA deaminase inhibitors, primary screen, biochemical, fluorescence, single-stranded DNA substrate, uHTS; recombinant A3G, ssDNA deamination FAM/TAMRA fluorescence; inhibition, % at 20 µM; hit rate 0.28% among 330,000; AID 493012, 2011;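 active = inhibition of at least 40% at 20 µM, with no more than 30% in the related APOBEC3A deaminase screen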;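 note: plate controls were DMSO wells with A3G for no effect and wells lacking A3G enzyme for full effect; some compounds called inactive have numbers as strong as hits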
A3A deaminase: APOBEC3A ssDNA deaminase inhibitors, primary screen, selectivity assay for APOBEC3G inhibitor project, biochemical, FAM/TAMRA oligo cleavage fluorescence; DNA dC->dU-editing enzyme APOBEC-3A (Homo sapiens), P31941; recombinant A3A, FAM/TAMRA ssDNA deamination fluorescence; inhibition, % at 20 µM; hit rate 0.41% among 330,000; AID 493011, 2011;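 active = at least 40% inhibition at 20 µM here, with at most 30% in a related deaminase screen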;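 note: plate controls were A3A with DMSO for no effect and wells lacking A3A enzyme for full effect; some results filed as inactive read as strong as hits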
mIAP inh: inhibitors of mouse IAP, primary screen, biochemical, luminescence, uHTS; intestinal alkaline phosphatase [Mus musculus]; inhibition, % at 10 µM; hit rate 0.2% among 330,000; AID 2806, 2010; purified mouse IAP, CDP-Star luminescence, 30 min;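 active = inhibition of at least 40% at 10 µM in the primary screen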;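 note: plate controls were DMSO with enzyme for no effect and no enzyme wells for full effect; values of inactives mirror those of a sister screen read the other way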
MIN6 prolif: inducers of MIN6 beta-cell proliferation, primary screen, ATP luminescence, uHTS; hit rate 0.29% among 330,000; MIN6 cells proliferation, ATPlite luminescence, 48 h; cells starved in 0.2% serum; 100% = growth in 10% serum; proliferation, % at 10 µM;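 active = compounds whose signal lies at least 3.5 SD above the mean of all wells on their plate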;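 note: 0% = DMSO-treated cells in low-serum medium and 100% = 10% serum control; some compounds called inactive have numbers as strong as hits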
hIAP activ: human IAP activators, primary screen, biochemical, luminescence, uHTS; purified human IAP, CDP-Star luminescence, 30 min; stronger effect = higher value; 1 = vehicle-only enzyme, 0 = enzyme-free background; Intestinal-type alkaline phosphatase (Homo sapiens), P09923; activation factor at 10 µM; hit rate 0.16% among 330,000;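 active = activation factor of the enzyme at least 2-fold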; note: the source names both 10 and 20 µM as test concentration; values of inactives mirror those of a sister screen read the other way
ATG4B inh: ATG4B protease inhibitors, primary screen, biochemical, fluorescence, uHTS. Cysteine protease ATG4B (Homo sapiens), Q9Y4P1. ATG4B cleavage of LC3-PLA2, NBD-HPC fluorescence, 1 h. inhibition, % at 8.33 µM. hit rate 0.51% among 340,000; in the data active = inhibition above about 40%
Target sequence (Q9Y4P1 whole entry, looked up): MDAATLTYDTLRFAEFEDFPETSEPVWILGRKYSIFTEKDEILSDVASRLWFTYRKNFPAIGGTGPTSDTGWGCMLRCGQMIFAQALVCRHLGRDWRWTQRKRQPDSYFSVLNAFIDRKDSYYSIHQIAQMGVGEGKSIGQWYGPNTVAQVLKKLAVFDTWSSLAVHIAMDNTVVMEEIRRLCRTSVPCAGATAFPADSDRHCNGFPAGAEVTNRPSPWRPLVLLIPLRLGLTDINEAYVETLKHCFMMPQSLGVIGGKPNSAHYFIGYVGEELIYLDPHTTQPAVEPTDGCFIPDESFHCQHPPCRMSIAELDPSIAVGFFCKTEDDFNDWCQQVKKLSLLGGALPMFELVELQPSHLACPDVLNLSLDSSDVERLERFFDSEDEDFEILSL
MPTP block: mitochondrial permeability transition pore inhibitors, primary screen, biochemical, isolated mouse mitochondria, absorbance | AID 602449, 2012 | hit rate 1.4% among 360,000 | Ca2+ swelling absorbance, 30 min | inhibition, % at 10 µM;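 active = inhibition of 50% or more, scaled per plate between neutral and stimulator controls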;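 note: 0% = DMSO wells given calcium and 100% = 1 mM EGTA wells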
Active calls of the source: *; nt = not tested or not shown.

mol,hIAP block,mIAP activ,APOBEC3G inh,A3A deaminase,mIAP inh,MIN6 prolif,hIAP activ,ATG4B inh,MPTP block
C[n+]1ccccc1/C=C/c1ccc2ncccc2c1,0.1,1.04,18.0,74.6*,-4.1,-2.6,0.999,-3.0,0.1
CCOC(=O)/C(=C/C=C1\Sc2cc(OCC)c(OCC)cc2N1CC)C(C)=O,23.2,0.974,-136.0,-87.1,2.6,-3.6,0.768,-45.8,0.4
Cc1ccccc1OCC1Cn2c(nc3c2c(=O)n(C)c(=O)n3C)O1 (configuration not stated),-20.6,1.1,-1.5,-2.8,-10.2,-1.8,1.21,-5.8,0.4
Cc1ccc(CSc2nnc(-c3ccccn3)n2N)cc1,3.3,1.01,0.5,1.7,-0.9,-1.8,0.966,-1.3,2.0
CC1C(=O)N(Cc2ccc(F)cc2)c2ccccc2N1C(=O)c1c(F)cccc1F (configuration not stated),-19.5,1.04,-6.8,-2.5,-3.7,-3.5,1.2,-4.8,0.7
O=C1C2C3C=CC(CC3)C2C(=O)N1c1ccc(Cl)cc1Cl (configuration not stated),14.5,0.985,-10.0,-6.4,1.5,-1.1,0.855,-5.9,0.2
CCOc1ccc(NC(=O)c2[nH]c(C)c(C(C)=O)c2C)cc1,-5.2,0.941,-1.8,-1.5,5.9,-2.0,1.05,-3.5,1.4
Cc1ccc(NC(=O)CSc2nccn(-c3ccc4c(c3)OCCO4)c2=O)cc1,-8.0,0.822,0.5,-0.5,17.8,-4.9,1.08,-10.8,0.8
Nn1c(SCc2csc(-c3ccccc3)n2)nnc1-c1cccs1,-1.7,1.04,-5.5,-1.2,-4.1,0.8,1.02,-2.7,0.1
Cc1cc(C)n(C(=O)CCC(=O)NCc2ccccc2)n1,10.9,0.44,-4.1,-4.2,56.0*,-2.5,0.891,2.3,-0.7

mol,hIAP block,mIAP activ,APOBEC3G inh,A3A deaminase,mIAP inh,MIN6 prolif,hIAP activ,ATG4B inh,MPTP block
O=C(Oc1ccc(Br)cc1C(=S)N1CCOCC1)c1ccccc1,-5.5,1.04,10.7,0.1,-3.6,-2.0,1.05,5.7,0.3
CC(=O)NS(=O)(=O)c1ccc(N=NN2CCCCCC2)cc1,10.9,0.991,-7.7,-2.9,0.9,-2.6,0.891,0.2,-2.0
O=C(NC1(Cc2ccccc2)CCN(CCCc2ccccc2)C1=O)c1ccccc1 (configuration not stated),2.1,1.18,-15.6,-3.6,-17.5,-6.8,0.979,4.3,3.5
Cc1ccc(/C=C/C(=O)Nc2cccc3cccnc23)o1,-4.9,0.995,1.0,-0.3,0.5,0.7,1.05,-9.0,0.8
OCCOc1cccc(CN2CCC(CO)(CCOc3ccccc3)CC2)c1,-17.9,0.966,-8.7,-2.6,3.4,-0.6,1.18,-4.6,-0.3
Cn1c(=O)n(C)c2cc(NC(=O)c3ccccc3NS(C)(=O)=O)ccc21,-20.6,0.912,2.8,-4.9,8.8,-4.4,1.21,-3.6,-0.3
Cc1cccc(Oc2ncc(-c3ccc(Cl)cc3)cn2)c1,-30.7,0.998,-2.8,0.1,0.2,2.1,1.31,3.2,1.1
CC1CCCCN1C(=S)NC(=O)c1cccs1 (configuration not stated),-10.2,1.01,-8.2,0.7,-1.2,-2.9,1.1,-1.8,0.9
COC(=O)C1CC(O)CN1C(=O)Nc1ccccc1 (configuration not stated),0.8,0.943,-4.4,0.6,5.7,-1.9,0.992,2.3,-1.0
Cc1cc(C)c2[nH]c(C)c(CN3CCCCCC3)c(=O)c2c1,-2.7,0.978,-0.6,0.6,2.2,-3.9,1.03,-2.7,1.4

mol,hIAP block,mIAP activ,APOBEC3G inh,A3A deaminase,mIAP inh,MIN6 prolif,hIAP activ,ATG4B inh,MPTP block
Cc1oc(CC(C)C)c(CN2CCCC2)c1C(=O)O,-17.3,0.936,-9.1,-9.3,6.4,-1.6,1.17,-11.9,0.6
Cc1ccc(CCC(=O)Nc2ccccc2F)s1,8.5,0.868,-3.1,-3.5,13.2,-2.6,0.915,4.8,-0.7
CC(C)OC(=O)Cn1nc(C(c2ccccc2)c2ccccc2)oc1=O,1.6,1.06,-3.4,1.4,-5.7,-2.1,0.984,0.6,-0.3
O=C(CCCn1c(=O)[nH]c2ccccc2c1=O)Nc1ccc(F)cc1,-8.2,1.15,-2.0,-6.2,-15.3,-3.1,1.08,-2.8,-0.2
COc1cc(OC)cc(C(=O)NN(CCC#N)C2=NS(=O)(=O)c3ccccc32)c1,-31.4,0.975,-1.6,-0.3,2.5,-0.4,1.31,-0.3,-1.2
C=CCNc1oc(-c2cccc3ccccc23)nc1C#N,2.7,0.967,-3.8,-1.6,3.3,2.3,0.973,-6.6,5.9
COc1ccc(CCNC(=O)C2CCN(C(=O)c3ccccc3)CC2)cc1,-8.4,0.985,-11.1,-5.7,1.5,-0.9,1.08,3.3,nt
CN1CCN(CCC(=O)Nc2ccc(Br)cc2)CC1,-15.0,1.15,0.2,-0.2,-14.7,1.5,1.15,-3.4,-0.7
CN=C1SC(CC(=O)Nc2ccc(C(C)=O)cc2)C(=O)N1C (configuration not stated),-10.8,1.02,-7.8,-2.3,-2.1,-2.8,1.11,3.5,0.6
O=C(c1ccc(S(=O)(=O)N2CCCCC2)cc1)N1CCCc2ccccc21,2.4,1.08,3.5,1.3,-7.7,0.5,0.976,-0.3,1.6

mol,hIAP block,mIAP activ,APOBEC3G inh,A3A deaminase,mIAP inh,MIN6 prolif,hIAP activ,ATG4B inh,MPTP block
CCN(CC)S(=O)(=O)c1cc(C(=O)N(C)CC(=O)Nc2ccc(Cl)cc2)ccc1Cl,-10.9,0.953,-1.5,8.9,4.7,-0.8,1.11,-13.4,3.1
NC(=O)c1ccccc1NC(=O)CSc1cn[nH]n1,-21.0,1.08,2.2,4.5,-8.1,-0.1,1.21,-6.7,0.1
O=C(Oc1ccccc1)c1ccc(NC(=O)c2ccco2)cc1,-3.0,0.948,26.1,7.6,5.2,-2.8,1.03,-8.0,-0.3
O=C(CSc1nnnn1C1CCCCC1)N1c2ccccc2Sc2ccccc21,-6.0,1.02,-6.4,0.1,-1.7,-2.7,1.06,-11.6,9.2
Cc1cc(C)nc(-n2nc(C)cc2NC(=O)CN2CCCC2)n1,18.5,0.954,-8.4,-2.5,4.6,2.7,0.815,-7.6,-0.6
Cc1ccc(NCCc2ccc(C)nc2)cc1,1.4,0.996,-2.8,-4.9,0.4,-4.2,0.986,-13.9,-0.6
CCN(CC)C(=O)c1[nH]cnc1C(=O)N[C@@H](C)C(=O)OC(C)(C)C,-2.9,1.05,7.7,-1.4,-4.6,-0.3,1.03,-6.9,0.1
O=C(c1noc2c1CCCC2)N1CCN(Cc2ccccc2)CC1,19.5,0.922,-3.4,-0.4,7.8,0.8,0.805,-1.9,-4.0
COCCCNC(=S)N1CCN(C(c2ccccc2)c2ccccc2)CC1,-19.3,1.08,-7.0,-5.6,-7.7,0.5,1.19,7.2,0.7
Cc1ccc(/C=C/S(=O)(=O)N2CCC(C(=O)O)CC2)cc1,3.4,1.01,-2.8,0.8,-1.3,-1.1,0.967,-2.7,-1.1

mol,hIAP block,mIAP activ,APOBEC3G inh,A3A deaminase,mIAP inh,MIN6 prolif,hIAP activ,ATG4B inh,MPTP block
CCCCn1c(-c2nonc2N)nc2ccccc21,17.6,0.95,-0.4,-0.5,5.0,8.1*,0.824,-5.4,0.0
Fc1ccc(N2CCN(Cc3c[nH]c4ccccc34)CC2)cc1,38.4*,1.01,-5.0,-1.4,-1.3,-4.1,0.616,nt,nt
Cc1ccc(C(=O)N(c2c(C)n(C)n(-c3ccccc3)c2=O)C(C)C)cc1,-0.2,0.934,8.0,-0.1,6.6,1.9,1,-2.5,0.7
CCCC#Cc1ccc2c(c1)COc1c3ccccc3nn1-2,-16.6,1.02,-12.6,-4.4,-2.1,-6.4,1.17,7.9,-0.8
CCC/C(=N\NC(=O)C1CC1)c1ccccc1,-23.0,0.956,-6.3,-1.8,4.4,1.1,1.23,-3.2,-0.7
CCCN1CCC(=O)N([C@H](CSc2ccccc2)Cc2ccccc2)CC1,3.4,1.05,-3.1,-0.3,-4.6,-2.1,0.966,1.2,-0.6
Nc1nnc(SCC(=O)N2CCc3ccccc32)n1-c1ccccc1,8.6,0.983,-0.6,1.9,1.7,0.2,0.914,-5.2,-1.5
Cn1nnnc1Sc1ncnc2scc(-c3cccc(S(C)(=O)=O)c3)c12,-1.6,1,-12.8,-7.2,-0.3,-7.2,1.02,4.0,0.0
O=C(COC(=O)Cc1c(Cl)cccc1Cl)Nc1ccc(OC(F)(F)F)cc1,0.6,1.09,-6.8,0.4,-8.9,-1.2,0.994,12.8,65.5*
O=C(O)C1=C[C@H](c2ccc3c(c2)OCO3)C[C@H](OCCCCO)O1,7.3,1.01,-2.2,-1.7,-1.5,-3.9,0.927,-7.2,-1.3

mol,hIAP block,mIAP activ,APOBEC3G inh,A3A deaminase,mIAP inh,MIN6 prolif,hIAP activ,ATG4B inh,MPTP block
O=C(CN(Cc1cccs1)C(=O)CCC(=O)Nc1ccccn1)NCc1ccccc1,-15.8,1.04,-6.6,-2.2,-4.0,-5.2,1.16,3.3,-0.1
CCn1c2ccccc2c2nnc(NN)nc21,10.5,0.874,-3.0,1.1,12.6,1.2,0.895,-5.2,-0.4
O=C(COc1ccc(Cl)cc1Cl)Nc1ccc(-c2ccc(N3CCOCC3)nn2)cc1,6.4,1.01,-1.5,0.7,-1.2,2.6,0.936,-0.1,-3.7
Cc1ccc(C2CC(=O)c3cnc(N4CCN(c5ccccc5)CC4)nc3C2)cc1 (configuration not stated),3.0,0.976,0.3,2.7,2.4,-1.7,0.97,2.1,6.7
O=S(=O)(Nc1ncccn1)c1ccc(NS(=O)(=O)c2cccc(Cl)c2Cl)cc1,-8.5,0.947,2.4,3.7,5.3,0.7,1.08,-5.2,-1.6
Cc1cc2nc3c(c(C(F)(F)F)n2n1)CCCC3,-10.2,1.03,-5.8,1.5,-3.2,-2.0,1.1,6.4,1.0

Bioassay records as filed in PubChem.

Rows were taken by chance; any-hit rate near 3.3%.
